BAZ2B inh: qHTS Assay for Inhibitors of BAZ2B; Bromodomain adjacent to zinc finger domain protein 2B (Homo sapiens), Q9UIF8; AlphaScreen BAZ2B-H3K14Ac peptide displacement; Potency, µM (highest dose often 114 µM), inactives show top-dose activity change, negative = inhibition, usual class: inhibitors; actives 4.4% (n = 360,000); AID 504333, 2011; further: on the % scale 0 is the no-effect control and ±100 the full control effect; nearly all actives have a fitted effect of over 60% in size
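Compounds, titrated to a top concentration of 110 uM, were incubated 30 min at room temperature with preformed BAZ2B/acetyl-K14 H3 peptide complex (50 nM each). Proximity signal was measured by AlphaScreen after 20 min with beads.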
POLH inh: qHTS for Inhibitors of Polymerase Eta | recombinant Pol eta, fluorescent DNA replication assay | Potency, µM (doses to about 114 µM), without a hit: at the highest dose activity change, negative = inhibition, hits mostly inhibitors | actives 1.2% (n = 390,000); further: on the % scale 0 is the no-effect control and ±100 the full control effect
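Pol eta (10 nM) was preincubated with compounds for 15 min at room temperature, after which fluorescent replication substrate (50 nM final) was added to start the reaction. Fluorescence was read kinetically at 0 and 10 min.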
POLK inh: qHTS for Inhibitors of Polymerase Kappa; Potency, µM (titrated, usually from 107 µM), inactives show at the highest dose activity, negative = inhibition, usual class: inhibitors; DNA polymerase kappa (Homo sapiens), Q9UBT6; purified Pol kappa, fluorescent DNA synthesis assay, 10 min; actives 0.53% (n = 400,000); further: on the % scale 0 is the no-effect control and ±100 the full control effect
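Fluorescent qHTS in 1536-well format: enzyme (10 nM) and compound sat 15 min at room temperature before 50 nM substrate (final) was added. Signal taken at 0 and 10 min; no-enzyme buffer wells were negative controls.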
Pol iota inh: qHTS for Inhibitors of Polymerase Iota. DNA polymerase iota (Homo sapiens), Q9UNA4. Pol iota fluorescent replication assay, 10 min. Potency, µM (doses to about 115 µM), for the others: top-dose activity, negative = inhibition, hits mostly inhibitors. actives 1% (n = 390,000)
Target sequence (Q9UNA4 whole entry, looked up): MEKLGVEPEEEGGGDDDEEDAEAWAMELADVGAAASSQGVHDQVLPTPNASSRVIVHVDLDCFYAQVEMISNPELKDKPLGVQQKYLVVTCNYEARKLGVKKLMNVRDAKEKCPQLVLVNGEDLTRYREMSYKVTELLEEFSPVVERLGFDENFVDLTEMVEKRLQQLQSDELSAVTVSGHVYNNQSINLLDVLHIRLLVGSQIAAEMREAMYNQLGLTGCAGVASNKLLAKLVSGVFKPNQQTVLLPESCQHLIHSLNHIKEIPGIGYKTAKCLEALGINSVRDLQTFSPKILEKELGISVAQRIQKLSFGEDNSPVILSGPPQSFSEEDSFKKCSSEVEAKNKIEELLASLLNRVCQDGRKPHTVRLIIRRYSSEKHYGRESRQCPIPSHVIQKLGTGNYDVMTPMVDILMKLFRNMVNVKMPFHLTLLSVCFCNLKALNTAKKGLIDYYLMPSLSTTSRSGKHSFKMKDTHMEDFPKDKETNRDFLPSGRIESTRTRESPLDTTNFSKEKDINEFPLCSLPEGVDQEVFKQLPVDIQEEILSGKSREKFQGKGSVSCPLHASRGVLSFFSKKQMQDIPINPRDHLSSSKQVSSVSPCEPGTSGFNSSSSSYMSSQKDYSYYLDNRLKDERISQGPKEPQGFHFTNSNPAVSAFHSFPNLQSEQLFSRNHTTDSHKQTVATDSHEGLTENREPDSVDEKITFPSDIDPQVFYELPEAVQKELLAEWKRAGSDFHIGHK
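Fluorescent replication assay read twice, at 0 min and 10 min after adding 50 nM (final) substrate. Enzyme (10 nM) and compounds were first incubated 15 min at room temperature; enzyme-free buffer wells were negative controls.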
APEX1 inh: qHTS Assay for Inhibitors of the Human Apurinic/apyrimidinic Endonuclease 1 (APE1); recombinant APE1, TAMRA/BHQ-2 abasic DNA cleavage fluorescence; DNA repair nuclease/redox regulator APEX1 (Homo sapiens), P27695; actives 0.35% (n = 350,000); Potency, µM (highest dose often 65.8 µM), for the others: at the highest dose activity change, negative = inhibition, hits mostly inhibitors; AID 2517, 2012;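 further: plate controls were vehicle for no effect and reference inhibitor for full effect; nearly all actives have a fitted effect of over 55% in size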
Target sequence (P27695 whole entry, looked up): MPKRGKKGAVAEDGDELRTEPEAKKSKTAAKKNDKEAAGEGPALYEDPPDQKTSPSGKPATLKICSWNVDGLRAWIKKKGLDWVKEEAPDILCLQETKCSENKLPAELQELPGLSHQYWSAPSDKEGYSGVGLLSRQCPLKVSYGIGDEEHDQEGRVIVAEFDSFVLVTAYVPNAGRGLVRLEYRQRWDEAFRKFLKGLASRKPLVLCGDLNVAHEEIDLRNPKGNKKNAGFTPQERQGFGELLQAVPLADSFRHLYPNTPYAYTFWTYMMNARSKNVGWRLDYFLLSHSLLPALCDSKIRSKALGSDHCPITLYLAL
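APE1 at 0.75 nM preincubated 15 min at room temperature with compound. Reaction then started with 50 nM double-stranded THF-abasic substrate labelled with TAMRA/BHQ-2, and 525/598 nm fluorescence read kinetically. Activity taken as third-minus-first read difference, normalized to DMSO and NSC13755 controls.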
JMJD2A Tudor inh: qHTS Assay for Inhibitors of JMJD2A-Tudor Domain. AlphaScreen JMJD2A-Tudor / H3K4me3 peptide binding. AID 504339, 2011. Lysine-specific demethylase 4A (Homo sapiens), O75164. Potency, µM (top dose mostly 114 µM), for the others: top-dose activity change, negative = inhibition, usual class: inhibitors. actives 4.4% (n = 390,000); further: on the % scale 0 is the no-effect control and ±100 the full control effect; nearly all actives have a fitted effect of over 50% in size
G9a inh: qHTS Assay for Inhibitors of Histone Lysine Methyltransferase G9a; Histone-lysine N-methyltransferase EHMT2 (Homo sapiens), Q96KQ7; G9a H3K9 monomethylation, AlphaScreen, 2 h; Potency, µM (series often up to 102 µM), for inactives: at the highest dose activity, negative = inhibition, usual class: inhibitors; actives 8.8% (n = 350,000); further: on the % scale 0 is the no-effect control and ±100 the full control effect; nearly all actives have a fitted effect of over 75% in size
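G9a (20 nM) was preincubated 15 min with compound, then reacted 2 h at room temperature with 500 nM biotin-H3K9 peptide and 20 µM SAM. Monomethyl-H3K9 detected by AlphaScreen using anti-H3K9me1 antibody.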
BLM helicase inh: qHTS Assay for Inhibitors of Bloom's syndrome helicase (BLM); RecQ-like DNA helicase BLM (Homo sapiens), P54132; recombinant BLM DNA unwinding, fluorescence dequenching; Potency, µM (doses to about 56.1 µM), inactives show at the top dose activity change, negative = inhibition, usual class: inhibitors; actives 0.2% (n = 350,000); AID 2528, 2010;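 further: plate controls were vehicle for no effect and no enzyme for full effect; nearly all actives have a fitted effect of over 35% in size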
Pol beta inh: qHTS Assay for Inhibitors of DNA Polymerase Beta; P06746; Pol beta primer extension/strand displacement, fluorescence kinetic; Potency, µM (highest dose often 114 µM), without a hit: at the highest dose activity change, negative = inhibition, usual class: inhibitors; actives 1.3% (n = 340,000); further: on the % scale 0 is the no-effect control and ±100 the full control effect
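Enzyme-only controls used 10 nM Pol beta; buffer lacking enzyme served as negative control. Compound preincubated 15 min, then 50 nM substrate added; 0 and 10 min reads at room temperature.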
An asterisk follows results filed as active; [ ] = remark or other dose. The call rests on the fitted dose curve; in most records, active means well fitted curve in the direction sought with a large enough effect; inconclusive means small, poorly fitted or top-dose-only effect, or another doubt; inactive means no such curve, though single readings can be large; an effect the other way counts as inactive or inconclusive. Potency means the concentration at half of the fitted maximal effect. The list is partial; the hit share may differ from the screen's.

Results for O=C(NCC1CCCCC1)c1cccc(-c2ccc(O)cc2)c1 ?
BAZ2B inh: 9%; POLH inh: -19%; POLK inh: 0%; Pol iota inh: 12%; APEX1 inh: -18%; JMJD2A Tudor inh: -12%; G9a inh: -4%; BLM helicase inh: -5%; Pol beta inh: 2%

Results for CCC(C)NC(=O)N[C@@H](CCSC)C(=O)O (stereo not given in full) ?
BAZ2B inh: 7%; POLH inh: 6%; POLK inh: -2%; Pol iota inh: -14%; APEX1 inh: 3%; JMJD2A Tudor inh: -12%; G9a inh: 5%; BLM helicase inh: 0%; Pol beta inh: 7%

How did COC(=O)c1ccc(S(=O)(=O)c2ccc(Cl)cc2)c(N)c1 do in these assays?
BAZ2B inh: -2%; POLH inh: -7%; POLK inh: -6%; Pol iota inh: inconclusive; APEX1 inh: 28%; JMJD2A Tudor inh: 17%; G9a inh: 40%; BLM helicase inh: -3%; Pol beta inh: -27%

How did O=C(c1cccc(S(=O)(=O)N2CCCc3ccccc32)c1)N1CCN(c2ccccc2)CC1 do in these assays?
POLH inh: -16%; POLK inh: -8%; Pol iota inh: -18%; APEX1 inh: 3%; JMJD2A Tudor inh: inconclusive

What do the screens show for `Cc1ccc(CCNS(=O)(=O)c2cc(Br)cnc2N)cc1`?
BAZ2B inh: -14%; POLH inh: -19%; POLK inh: -9%; Pol iota inh: 30%; APEX1 inh: 0%; JMJD2A Tudor inh: -7%; BLM helicase inh: -5%; Pol beta inh: 2%

Results for O=C(CC1NCCc2ccccc21)Nc1cccc(Cl)c1 (stereo not given) ?
BAZ2B inh: 0%; POLH inh: 1%; POLK inh: -9%; Pol iota inh: -2%; APEX1 inh: 4%; JMJD2A Tudor inh: -10%; G9a inh: 0%; BLM helicase inh: 5%; Pol beta inh: 1%

Results for CCn1c2ccccc2c2cc(Nc3cc(C)nc4ncnn34)ccc21 ?
BAZ2B inh: -30%; POLH inh: -19%; POLK inh: -15%; Pol iota inh: 28%; APEX1 inh: -5%; JMJD2A Tudor inh: inconclusive; G9a inh: 45µM*; BLM helicase inh: -1%; Pol beta inh: inconclusive

How did Cc1cc(C)n(CC(=O)NNC(=O)CCNC(=O)c2ccccc2Cl)n1 do in these assays?
BAZ2B inh: -4%; POLH inh: 2%; POLK inh: -13%; Pol iota inh: 44%[activator]; APEX1 inh: 23%; JMJD2A Tudor inh: -1%; G9a inh: 13%[12.7 µM]

What do the screens show for `Cc1ccccc1CSCCNS(C)(=O)=O`?
BAZ2B inh: 3%; POLH inh: 2%; POLK inh: -4%; Pol iota inh: 1%[58.9 µM]; APEX1 inh: 7%; JMJD2A Tudor inh: 1%; G9a inh: 11%; BLM helicase inh: 1%; Pol beta inh: -4%

Results for O=c1c(Cc2ccc(F)cc2)c(O)ccn1CCc1ccccn1 ?
BAZ2B inh: -11%; POLH inh: -16%; POLK inh: -5%; Pol iota inh: 61%[activator]; APEX1 inh: -3%; JMJD2A Tudor inh: -8%; G9a inh: -22%; BLM helicase inh: 0%; Pol beta inh: 34%

How did O=C(COC(=O)c1ccccc1Cl)Nc1nccs1 do in these assays?
BAZ2B inh: -3%; POLH inh: -15%; POLK inh: -8%; Pol iota inh: 28%; APEX1 inh: -2%; JMJD2A Tudor inh: -12%; G9a inh: -4%[59 µM]; BLM helicase inh: 1%; Pol beta inh: 1%

How did Cc1ccccc1-n1c(SC/C(O)=C(\C#N)c2nc3ccccc3[nH]2)nnc1-c1ccncc1 do in these assays?
BAZ2B inh: -2%; POLH inh: inconclusive; POLK inh: -31%; Pol iota inh: inconclusive; APEX1 inh: -2%; JMJD2A Tudor inh: 79µM*; G9a inh: inconclusive; BLM helicase inh: -8%; Pol beta inh: inconclusive

What do the screens show for `COC(=O)[C@H](Cc1ccccc1)NC(=O)c1ccc2ccccc2n1`?
BAZ2B inh: 3%; POLH inh: -15%; POLK inh: -9%; Pol iota inh: 33%[activator]; APEX1 inh: -9%; JMJD2A Tudor inh: 18%; G9a inh: 72%[activator]; BLM helicase inh: -5%; Pol beta inh: 33%

Results for Cc1ccc(N2CC(C(=O)Nc3cc(C)on3)CC2=O)c(C)c1 (stereo not given) ?
BAZ2B inh: 3%; POLH inh: -19%; POLK inh: 0%; Pol iota inh: 55%[activator]; APEX1 inh: -1%; JMJD2A Tudor inh: 3%; G9a inh: -4%; BLM helicase inh: -2%; Pol beta inh: -2%

How did COc1ccc(-n2c(C)cc3cc(OC(C)=O)ccc32)cc1 do in these assays?
BAZ2B inh: 0%; POLH inh: -12%; POLK inh: -12%; Pol iota inh: 39%[activator]; APEX1 inh: 0%; JMJD2A Tudor inh: -19%; G9a inh: -27%; BLM helicase inh: -7%; Pol beta inh: -27%

How did COC(=O)c1cc2ccsc2n1CC(=O)Nc1cc(C)cc(C)c1 do in these assays?
BAZ2B inh: 7%; POLH inh: 0%; POLK inh: -31%; Pol iota inh: 17%; APEX1 inh: -6%; JMJD2A Tudor inh: -7%; G9a inh: -9%[59 µM]; BLM helicase inh: 1%; Pol beta inh: 6%

How did Cc1cc(CN(C)C(=O)CC2C(=O)NCCN2Cc2ccc(-c3ccccc3)cc2)on1 (stereo not given) do in these assays?
BAZ2B inh: inconclusive; POLH inh: -14%; POLK inh: 8%; Pol iota inh: 20%; APEX1 inh: 5%; JMJD2A Tudor inh: -32%; G9a inh: 40µM*; BLM helicase inh: 0%; Pol beta inh: -3%

Results for O=C(Nc1ccc(-c2nc3c(ccc4ccccc43)o2)cc1)c1ccco1 ?
BAZ2B inh: -1%; POLH inh: -7%; POLK inh: -18%; Pol iota inh: -11%; APEX1 inh: 6%; JMJD2A Tudor inh: -4%; G9a inh: 11%; BLM helicase inh: 1%; Pol beta inh: -1%

What do the screens show for `Cc1ccc2nc(SCC(=O)Nc3ccc(F)cc3)nc(=O)n2c1`?
BAZ2B inh: 7%; POLH inh: -19%; POLK inh: -1%; Pol iota inh: 19%; APEX1 inh: 16%; JMJD2A Tudor inh: -8%; G9a inh: inconclusive

Results for COc1ccc(S(=O)(=O)N2CCOCC2)cc1NC(=O)CSc1nnc2ccccn12 ?
BAZ2B inh: -11%; APEX1 inh: -2%; G9a inh: -12%; BLM helicase inh: -3%; Pol beta inh: 8%

How did Cc1ccc(NC(=O)c2cc(-c3ccco3)on2)cc1 do in these assays?
BAZ2B inh: 8%; POLH inh: 8%; POLK inh: -7%; Pol iota inh: -2%; APEX1 inh: -2%; JMJD2A Tudor inh: -24%; G9a inh: 1%[59 µM]; BLM helicase inh: -1%; Pol beta inh: 7%

Results for CC(=O)c1ccccc1NS(=O)(=O)c1ccc2c(c1)CC(=O)N2 ?
BAZ2B inh: -21%; POLH inh: -3%; POLK inh: -27%; Pol iota inh: -20%; APEX1 inh: 12%; JMJD2A Tudor inh: -27%; G9a inh: inconclusive

What do the screens show for `COc1ccc(/C=N/NC(=O)c2cc(-c3ccccc3OC)nc3ccccc23)cc1COC(C)=O`?
BAZ2B inh: -2%; POLH inh: -12%; POLK inh: -12%; Pol iota inh: 2%; APEX1 inh: -3%; JMJD2A Tudor inh: -3%; G9a inh: 14%[59 µM]; BLM helicase inh: -6%; Pol beta inh: 9%

How did CC(C)Oc1ccc(CSc2ncn[nH]2)cc1 do in these assays?
BAZ2B inh: -3%; POLH inh: -12%; POLK inh: 5%; Pol iota inh: 74%[activator]; APEX1 inh: 3%; JMJD2A Tudor inh: 5%[57.1 µM]; G9a inh: -7%; BLM helicase inh: -4%; Pol beta inh: -5%

How did COc1ccc(CCNC(=O)CN(c2cccc([N+](=O)[O-])c2)S(C)(=O)=O)cc1 do in these assays?
BAZ2B inh: -4%; POLH inh: -10%; POLK inh: 3%; Pol iota inh: 37%[activator]; APEX1 inh: 4%; JMJD2A Tudor inh: -10%; G9a inh: 12%; BLM helicase inh: -1%; Pol beta inh: 4%

What do the screens show for `O=c1[nH]c(CN2CCN(c3ccccc3Cl)CC2)nc2ccsc12`?
BAZ2B inh: -33%; POLH inh: -10%; POLK inh: 6%; Pol iota inh: 13%; APEX1 inh: -6%; JMJD2A Tudor inh: -22%; G9a inh: inconclusive; BLM helicase inh: -8%; Pol beta inh: 13%

Results for COc1cccc(-n2c(SCc3ccccn3)nc3c(c2=O)SCC3)c1 ?
BAZ2B inh: -30%; POLH inh: 0%; POLK inh: -2%; Pol iota inh: -1%; APEX1 inh: 5%; JMJD2A Tudor inh: -29%; G9a inh: inconclusive; BLM helicase inh: -6%; Pol beta inh: 9%

What do the screens show for `Cc1ccccc1NC(=O)CN1C(=O)S/C(=C\c2cccn2-c2cccc(C(=O)O)c2)C1=O`?
BAZ2B inh: 56µM*; POLH inh: 3.5µM*; POLK inh: 25µM*; Pol iota inh: inconclusive; APEX1 inh: inconclusive; JMJD2A Tudor inh: 79µM*; G9a inh: inconclusive; BLM helicase inh: -13%; Pol beta inh: -87%

Results for N#Cc1c(NC(=O)C2C3C=CC(C3)C2C(=O)O)sc2c1CCCCC2 (stereo not given) ?
BAZ2B inh: inconclusive; POLH inh: -4%; POLK inh: -2%; Pol iota inh: 99%[activator]; APEX1 inh: -4%; JMJD2A Tudor inh: -5%; G9a inh: inconclusive; BLM helicase inh: 0%; Pol beta inh: 0%

From PubChem BioAssay
